CSM14.1 death rescue – rescue of cells from ER stress-induced death, primary screen, 384-well, CSM14.1, thapsigargin, ATP luminescence (AID 1222); CSM14.1 thapsigargin-induced death rescue, ATP luminescence; higher % means a stronger effect; cellular ATP content (survival), % at 20 µM, or EC50 in µM where a hit was titrated; 190,000 tested, under 10 active;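 active = EC50 below 50 µM in the dose-response confirmation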;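 also: death triggered by thapsigargin at about 15 µM added after 2 h compound pretreatment; cell ATP read after overnight thapsigargin exposure of roughly 18 to 22 hours; normalized against plate controls of thapsigargin alone and 5% DMSO vehicle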
UTI89 phage lysis – inhibition of K1F phage lysis, E. coli UTI89, bacterial capsule biogenesis inhibitors, alamar blue (AID 488966). E. coli UTI89 K1F phage lysis, alamar blue, 2 h; higher % means a stronger effect. inhibition, % at 100 µM; hits with a dose series show IC50 in µM. actives 0.02% (n = 340,000);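 active = phage lysis inhibition, versus mean bacterial control, above a set limit; inconclusive = no clear call, values can overlap the other calls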;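 also: capsule biogenesis inhibitors block K1F phage lysis so surviving cells raise fluorescence; higher fluorescence means more inhibition of phage lysis; actives were called in the ten point dose series up to 300 µM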
SV40 large T antigen – SV40 large T antigen inhibitors, biochemical (AID 1903); SV40 large T antigen ATPase/helicase inhibition assay; higher % means a stronger effect; one-dose inhibition, % at 20 µM; IC50 in µM for titrated hits; actives 0.39% (n = 310,000); in the data active = a potency from the dose series; inconclusive = inhibition mostly from about 32% at the one dose, without a potency; inactive = the rest, 99 in 100 with inhibition below about 32%; also: strong numbers were not always called active
West Nile antiviral – West Nile virus antiviral activity, cell-based, CPE readout (AID 1621). CPE inhibition, % at 10 µM; hits with a dose series show IC50 in µM. West Nile virus-infected cells, CPE inhibition; higher % means a stronger effect. actives 0.02% (n = 290,000); in the data active = a potency from the dose series; inconclusive = CPE inhibition mostly from about 3.7% at the one dose, without a potency; inactive = the rest, 99 in 100 with CPE inhibition below about 2.2%; also: strong numbers were not always called active
WT yeast gro inh – growth inhibition of WT strain, primary screen, mitochondrial fusion inhibitor project, WT and mutant strains, chemical genetic | mitochondrial fusion phenotypic screen | inhibition, % at 10 µM | actives 2.1% (n = 190,000); in the data active = inhibition above about 58%; tested in S. cerevisiae
XIAP displacement – XIAP antagonists, biochemical, IAP family, fluorescence polarization (AID 1018); XIAP BIR domain, fluorescence polarization peptide displacement; higher % means a stronger effect; displacement, % at 20 µM, or IC50 in µM where a hit was titrated; actives 0.007% (n = 200,000); in the data active = displacement above about 50%; also: a part of the inactive calls stands beside numbers as strong as those of hits
Yfh1-off respiration – enhancers of respiration in Yfh1-depleted yeast, dose response, Friedreich's ataxia, plus single-dose screen (AID 1465); actives 0.074% (n = 220,000); S. cerevisiae Yfh1-off respiration, WST-1 reduction, 72 h; higher fold induction means a stronger effect; fold induction at 50 µM, or EC50 in µM where a hit was titrated;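 active = fold induction of absorbance versus untreated yeast above a set limit, then at least 30% activation at any dose in follow-up; inconclusive = repeats straddling the limit, or above it without dose testing; inactive = fold induction below the set limit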;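 also: activators that raise dye reduction in frataxin-depleted yeast; strong numbers were not always called active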
RSV CPE inhibition – RSV antiviral activity via CPE protection, HEp-2 cells, primary 10 µM value included (AID 2391). actives 0.13% (n = 310,000). HEp-2 cells, RSV-induced CPE inhibition; higher % means a stronger effect. CPE inhibition, % at 10 µM; hits with a dose series show IC50 in µM; in the data active = a potency from the dose series; inconclusive = CPE inhibition mostly from about 23% at the one dose, without a potency; inactive = the rest, 99 in 100 with CPE inhibition below about 21%; also: strong numbers were not always called active
Dengue-2 NS5 capping – Dengue-2 NS5 methyltransferase inhibitors, primary screen, biochemical, confirmation dose response (AID 588689) | actives 0.3% (n = 340,000) | Dengue-2 NS5 methyltransferase capping enzyme assay, biochemical; higher % means a stronger effect | inhibition, % at 25 µM, or IC50 in µM where a hit was titrated; in the data active = a potency from the dose series; inconclusive = inhibition above about 29% without an active follow-up result
WT yeast gro inh mutant strain – recorded beside WT yeast gro inh, whose call it bears; inhibition, %; mitochondrial fusion phenotypic screen, mutant strain inhibition
Dengue-2 NS5 capping pilot replicate – also measured in Dengue-2 NS5 capping; calls as there; inhibition, %; measured here: pilot screen replicate inhibition
* marks the source's active call; other numbers are inactive results; i = inactive; ? = inconclusive; . = not tested or not shown; [ ] = another dose, or the depositor's remark.

SMILES	CSM14.1 death rescue	UTI89 phage lysis	SV40 large T antigen	West Nile antiviral	WT yeast gro inh	WT yeast gro inh mutant strain	XIAP displacement	Yfh1-off respiration	RSV CPE inhibition	Dengue-2 NS5 capping	others
Cc1oc(-c2ccccc2Cl)nc1CS(=O)CC(=O)NCc1ccco1 (stereo not drawn)	.	0.0%	9%	-0.2%	.	.	.	.	1.4%	-2%
Cc1ccc(C(=O)CCC(=O)N(C)CC(=O)Nc2ccccc2Br)cc1	.	0.3%	15%	-1.1%	.	.	.	.	1.8%	-7%
O=C(NC1C2CC3CC(C2)CC1C3)c1ccc(Br)o1 (stereo not drawn)	.	0.5%	2%	0.3%	.	.	.	.	-0.3%	5%
c1ccc(-c2nc(-c3ccc(-c4ccon4)s3)no2)cc1	.	-0.2%	13%	-0.7%	.	.	.	i	1.4%	5%
Cc1ccc(C(=O)N/C(=C\c2ccc(Cl)cc2)C(=O)NCCN2CCOCC2)cc1	.	-0.4%	-5%	-0.1%	.	.	.	.	0.9%	-4%
CC(=O)NCCc1ccc(S(=O)(=O)Nc2ccc3c(c2)OCCO3)cc1	.	-0.2%	7%	.	.	.	.	.	2.3%	6%
Cc1c(C(=O)NCCc2ccccc2)oc2ccc(S(=O)(=O)N3CCOCC3)cc12	-2.3%	-0.3%	-2%	0.1%	52	5	-4.4%	i	9.5%	-1%
CC(=O)c1ccc(NC(=O)c2ccc(S(=O)(=O)N3CCCC3)cc2)cc1	-2.1%	0.2%	1%	-0.4%	-28	9	0.5%	i	3.4%	-1%
COc1ccc(OCC(O)COc2ccc(C(=O)O)cc2)cc1 (stereo not drawn)	3.0%	0.4%	9%	0.5%	-13	-3	-2.1%	i	0.3%	-2%
COc1cccc(NC(=S)NC2CC3CCCC(C2)N3CC(C)C)c1 (stereo not drawn)	-2.3%	0.1%	23%	-0.7%	17	11	-6.2%	i	0.3%	-9%
COc1ccc(/C=N/NC(=O)c2cccnc2)cc1CN1CCc2cc(OC)c(OC)cc2C1C (stereo not drawn)	1.0%	0.3%	3%	0.3%	-8	2	1.8%	i	0.8%	-6%
COCCNc1nnnc2c1sc1nc(N3CCOCC3)c3c(c12)CCCC3	1.0%	.	11%	1.5%	-3	-3	-0.2%	i	.	.
O=C(CSc1nc2ccccc2n1S(=O)(=O)c1ccccc1)N1CCCC1	5.6%	1.1%[50 µM]	15%	-0.2%	-2	14	-0.9%	i	0.8%	-5%
COc1ccc(CCNC(=O)C(C(=O)c2ccccc2)n2cc(Cl)ccc2=O)cc1OC (stereo not drawn)	-1.2%	1.2%[50 µM]	9%	-1.3%	-29	9	-3.8%	i	1.4%	-2%
CCOC(=O)c1c(C)oc2c1c(CN1CCN(C(=O)OCC)CC1)c(O)c1ccccc12	-2.2%	-1.6%[50 µM]	17%	0.3%	31	25	-1.6%	i	?	36%
CN1CCN(C2=C(NS(=O)(=O)c3cccs3)C(=O)c3ccccc3C2=O)CC1	.	-0.1%	31%	-0.9%	.	.	.	i	-2.4%	-9%
O=C(CSc1nc(-c2ccco2)cc(C(F)(F)F)n1)NCCN1CCOCC1	0.0%	0.2%	14%	0.1%	19	15	-4.8%	i	0.9%	-5%
Clc1ccc(-c2nn3cnnc3s2)c(Cl)c1	-1.8%	-0.5%	11%	-0.5%	19	27	2.7%	i	8.8%	-5%
O=C(COc1ccc(Cl)cc1)N1CCN(c2ccc([N+](=O)[O-])c(N3CCCCC3)c2)CC1	-1.7%	4.0%	17%	-0.2%	19	2	-7.9%	i	9.9%	3%
Cc1cccc(NC(=O)C2(C)CC3c4ccccc4C2c2ccccc23)c1C (stereo not drawn)	-1.2%	4.4%[50 µM]	2%	-0.8%	33	11	-1.0%	i	1.1%	0%
Cc1nn(CCCC(=O)NCCc2ccc(Cl)cc2)c(=O)c2nn(-c3ccccc3)c(C)c12	.	0.2%	14%	-0.5%	.	.	.	.	5.4%	2%
CCOC(=O)c1cc(C#N)c(N2CCCNCC2)nc1C(F)(F)F	.	0.2%	26%	-0.9%	.	.	.	.	0.2%	-5%
Cc1c2c(n3c(nc4ccccc43)c1C#N)N(CCCN(C)C)CC2	0.4%	0.6%	13%	-0.5%	-10	1	-5.8%	i	0.4%	4%
O=C(/C=C/c1ccccc1F)c1ccoc1	0.2%	0.4%	2%	-0.1%	-9	-1	-5.1%	i	-0.4%	-19%
CC1CCN(C(=O)CCNC(=O)Cn2cnc3sc4c(c3c2=O)CCCC4)CC1	-1.3%	-0.5%	8%	-0.3%	-9	-14	-7.0%	i	3.0%	10%
O=C(Nc1nc2n(n1)C(c1ccccc1)CC(c1ccc(Cl)cc1)N2)c1ccco1 (stereo not drawn)	-1.9%	0.2%	2%	-0.5%	0	-6	-6.2%	i	1.7%	-14%
CN1CCN(C(=O)/C(=C/c2cn(S(=O)(=O)N(C)C)c3ccccc23)NC(=O)c2ccccc2)CC1	.	0.1%	9%	0.3%	.	.	.	.	-0.4%	5%
COc1ccc(CCNC(=O)COC(=O)CCC(=O)c2ccc(F)cc2)cc1OC	-1.3%	-0.7%	7%	0.2%	-11	0	-3.4%	i	0.5%	-14%
Oc1ccc(/C=N/N(c2ccccc2)c2ccccc2)cc1O	.	0.9%	20%	0.3%	.	.	.	.	2.2%	10%
COc1cccc(N(CC(=O)NC2CCCCC2)C(=O)CCC(=O)Nc2nc(C)cs2)c1	.	-0.1%	11%	-0.9%	.	.	.	.	2.4%	-2%
O=C(NC(=S)Nc1ccc(Cc2ccncc2)cc1)c1ccccc1	-3.3%	7.2%	11%	-1.6%	16	-11	-3.9%	i	5.6%	-1%
CC(C)OCCCNC(=O)c1ccc(CS(=O)(=O)c2cccc(C(F)(F)F)c2)o1	.	1.1%	-1%	-0.1%	.	.	.	.	-0.5%	-11%
CCCCC(O)(CCCC)C(=O)NN(C(=O)OCC)c1ccccc1	3.0%	0.3%	11%	-0.2%	9	3	-0.9%	i	1.9%	-4%
CN1CCCN(C(=O)c2ccc(Br)cc2)CC1	.	0.0%	14%	0.2%	.	.	.	.	0.3%	.
Cc1cc(-c2ccccc2)nc(Oc2cccc(C(F)(F)F)c2)c1S(C)(=O)=O	-0.6%	0.0%	-4%	0.2%	-38	-30	-1.4%	i	3.1%	-5%
O=C(c1ccc(F)cc1)c1cc2ccccc2o1	-2.2%	1.0%	0%	0.3%	-3	-20	-6.8%	i	0.8%	-1%	Dengue-2 NS5 capping pilot replicate=1.2
CCOc1ccccc1NC(=O)CSc1nc(=O)n(CCCN2CCOCC2)c2c1CCC2	.	0.1%[50 µM]	7%	.	.	.	.	.	2.9%	-4%
CC(C)CNc1nc(=S)nc(N(C)C)[nH]1	5.7%	3.3%	3%	-0.1%	4	12	-9.3%	i	2.1%	-3%
CCCC(=O)Nc1ccc(C(=O)NCc2ccccc2Cl)cc1	1.1%	1.0%	21%	-0.3%	-5	-9	-4.3%	i	6.7%	2%
CC(=O)Nc1ccc(OCC=C(Cl)Cl)cc1	-2.6%	-0.1%	11%	1.7%	4	1	-3.3%	i	3.2%	-8%
CCC(CO)NC1=C([N+](=O)[O-])C(=O)CC(C)(C)C1 (stereo not drawn)	0.1%	5.1%	12%	0.0%	20	7	-6.4%	i	1.2%	4%
Cc1ccc(N(C(C)C(=O)N2CCOCC2)S(C)(=O)=O)cc1C (stereo not drawn)	-0.7%	-0.2%	3%	-0.1%	-9	-16	-15%	i	0.5%	-11%
Cc1cccc(NC(=O)CCCSc2nc3ccccc3[nH]2)c1	-0.7%	-0.1%	13%	-1.2%	-12	2	-9.6%	i	?	-12%
COC(=O)c1c(NC(=O)c2nc3nc(C)cc(C(F)F)n3n2)sc2c1CCC2	-3.4%	-0.4%[50 µM]	1%	-0.4%	60*	15*	-2.0%	i	-0.9%	-1%
COc1ccc(CC(=O)OCC(=O)NCc2ccco2)cc1OC	.	1.5%[50 µM]	11%	.	.	.	.	.	1.5%	-9%
COc1ccc(NC(=O)CSc2nc(C3CC3)nc3ccccc23)c(OC)c1	.	-0.1%	2%	0.3%	.	.	.	.	2.0%	-5%
CNC(=O)c1[nH]cnc1C(=O)Nc1ccccn1	-2.4%	-0.3%	22%	0.5%	-12	-11	6.8%	i	0.8%	-8%
CN(C)CC(O)CN1C(=O)N(CN2C(=O)N(CC(O)CN(C)C)C(=O)C2(C)C)C(C)(C)C1=O (stereo not drawn)	0.0%	.	6%	-0.2%	-14	1	-0.2%	i	-0.7%	.
O=C1CN(c2nnnn2-c2ccccc2)CCN1	-1.4%	0.1%	2%	0.4%	-1	-6	-7.6%	i	0.4%	-4%
C/C(Cl)=C\Cn1c(N2CCCC2)nc2c1c(=O)n(C)c(=O)n2C	.	0.2%	5%	-1.6%	.	.	.	.	3.4%	1%
Cc1cc2cc(C)c3nnc(SCC(=O)Nc4ccc(S(=O)(=O)N5CCCCC5)cc4)n3c2cc1C	-3.1%	-0.5%	2%	0.3%	17	12	-0.4%	i	4.0%	-1%
COCCNC(=O)c1cccc(NS(=O)(=O)c2cccc3cccnc23)c1	0.2%	4.7%	10%	0.1%	-8	-28	-4.7%	i	0.0%	-1%
O=C(NCC1CCCO1)C1CCN(CC2CCCCC2)CC1 (stereo not drawn)	-3.3%	0.2%	5%	0.2%	0	18	2.9%	i	1.1%	-6%

Some of these compounds in order of heavy-atom count, low to high.
SMILES	CSM14.1 death rescue	UTI89 phage lysis	SV40 large T antigen	West Nile antiviral	WT yeast gro inh	WT yeast gro inh mutant strain	XIAP displacement	Yfh1-off respiration	RSV CPE inhibition	Dengue-2 NS5 capping	others
c1ccc(-c2nc(-c3ccc(-c4ccon4)s3)no2)cc1	.	-0.2%	13%	-0.7%	.	.	.	i	1.4%	5%
Cc1ccc(N(C(C)C(=O)N2CCOCC2)S(C)(=O)=O)cc1C (stereo not drawn)	-0.7%	-0.2%	3%	-0.1%	-9	-16	-15%	i	0.5%	-11%
COc1cccc(NC(=S)NC2CC3CCCC(C2)N3CC(C)C)c1 (stereo not drawn)	-2.3%	0.1%	23%	-0.7%	17	11	-6.2%	i	0.3%	-9%
COC(=O)c1c(NC(=O)c2nc3nc(C)cc(C(F)F)n3n2)sc2c1CCC2	-3.4%	-0.4%[50 µM]	1%	-0.4%	60*	15*	-2.0%	i	-0.9%	-1%
Cc1ccc(C(=O)N/C(=C\c2ccc(Cl)cc2)C(=O)NCCN2CCOCC2)cc1	.	-0.4%	-5%	-0.1%	.	.	.	.	0.9%	-4%
CCOc1ccccc1NC(=O)CSc1nc(=O)n(CCCN2CCOCC2)c2c1CCC2	.	0.1%[50 µM]	7%	.	.	.	.	.	2.9%	-4%

From PubChem
